High-throughput results deposited in PubChem by National Center for Advancing Translational Sciences (NCATS).
MBNL1 CUG block: qHTS Assay for Inhibitors of MBNL1-poly(CUG) RNA binding. TR-FRET MBNL1-His/biotin-(CUG)12 binding, 665/545 ratio. AID 2675, 2010. Muscleblind-like protein 1 (Homo sapiens), Q9NR56. Potency, µM (top dose mostly 57.5 µM), for inactives: top-dose activity change, negative = inhibition, most hits filed as inhibitors. 280,000 tested, 0.036% active; active means well fitted inhibition curve with a large enough effect in the signal ratio, with a control signal flat, not every such curve was filed as active; inconclusive means small, poorly fitted or top-dose-only effect, or effect the other way, or a change in a side signal; inactive means no such curve, though single readings can be large or run the other way; the % refers to the signal ratio; further: potency means the concentration at half of the fitted maximal effect; on the % scale 0 is the no-effect control and ±100 the full control effect
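MBNL1-His + Biotin-(CUG)12, cpd titration 92 nM–58 uM; Tb anti-His Ab 0.055 ng/ul, SA-XL665 5 nM (final); 60 min RT; ratiometric 665/545 nm, Ex 340 nm; normalized to buffer and full-complex controls.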
TCR act: Activators of T cell receptors: qHTS campaign | primary human leukocytes, anti-CD3, IL-2 HTRF, 48 h | Potency, µM (titrated, usually from 9.22 µM), without a hit: at the highest dose activation of IL-2 secretion, hits mostly activators | 330,000 tested, under 10 active | AID 504894, 2011; further: % of control where 0% means no effect
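Primary human leukocytes receive a-CD3 beads and test compound and are incubated 48 hr. Secreted IL-2 is then assayed by HTRF, measuring 665nm acceptor emission after 320nm excitation of the europium donor.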
TSHR antagonist: Antagonists of the Thyroid Stimulating Hormone Receptor: HTS campaign. Thyrotropin receptor (Homo sapiens), P16473. TSHR-expressing cells, TSH-stimulated cAMP HTRF, 2 h; active compounds read low. activity change, negative = inhibition, % at 11.5 µM. 330,000 tested, 0.2% active;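 active means activity change below a set negative limit, meaning inhibition stronger than a set level, cut at about -70% in these data; inconclusive means activity change between two set negative limits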; further: on the % scale 0 is the no-effect control and ±100 the full control effect
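Antagonism was scored as loss of TSH-driven cAMP in TSHR cells, stimulated with 4nM TSH (EC80) for 2 hours at 37 deg C and detected by homogeneous HTRF competition immunoassay.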
S-ASM inh: Inhibitors of Secretory Acid Sphingomyelinase (S-ASM): qHTS. Sphingomyelin phosphodiesterase (Homo sapiens), P17405. Potency, µM (top dose mostly 57.5 µM), for inactives: at the highest dose activity change, negative = inhibition, usual class: inhibitors. 340,000 tested, 0.006% active. placental ASM, HMU-PC fluorogenic substrate, 60 min; further: potency means the concentration at half of the fitted maximal effect
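Human placenta-derived ASM preincubated with compound 10 min at room temperature, then reacted with 9 uM (final) fluorogenic HMU-PC substrate for 60 min at 37 C. Stop solution raises pH to 10; fluorescence read at Ex 386/Em 447 nm.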
TSG101-PTAP inh: qHTS Assay for Iinhibitors of HIV-1 Budding by Blocking the Interaction of PTAP/TSG101. Tumor susceptibility gene 101 protein (Homo sapiens), Q99816. Fluorescence polarization, FITC-PTAP peptide / Tsg101 binding. Potency, µM (doses to about 115 µM), without a hit: at the highest dose activity change, negative = inhibition, most hits filed as inhibitors. 340,000 tested, under 10 active; active means well fitted inhibition curve with a large enough effect in the main read-out, with a control signal flat, not every such curve was filed as active; inconclusive means small, poorly fitted or top-dose-only effect, or effect the other way, or a change in a side signal; inactive means no such curve, though single readings can be large or run the other way; further: potency means the concentration at half of the fitted maximal effect; % of control where 0% means no effect
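FP read-out: FITC-PTAP peptide, 50 nM final, binding Tsg101 binding domain, 10 uM final; 20 min, r.t.; 10 mM HEPES pH 7.5, 0.15 M NaCl, 0.01% Tween 20, 3 mM EDTA, 0.1 mM TCEP.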
a7 integrin act: qHTS for Activators of Integrin-Mediated Alleviation for Muscular Dystrophy | alpha7betagal myoblasts, beta-gal FDG fluorescence, 48 h | Potency, µM (series often up to 38.3 µM), for the others: top-dose activation, hits mostly activators | 350,000 tested, 0.064% active;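 further: potency means the concentration at half of the fitted maximal effect; 100% = response of the positive control SU9516; nearly all actives have a fitted effect of over 60% in size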
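alpha7betagal+/- myoblasts (passage 13, 250/well) treated 48 h at 37C with compounds at 1:260 dilution of DMSO stock. Lysed, then beta-galactosidase activity read as FDG fluorescence (ex 480/em 540) after 30 min, with pre-read for autofluorescence.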
Mito fusion yeast: qHTS Assay for Small Molecule Inhibitors of Mitochondrial Division or Activators of Mitochondrial Fusion | S. cerevisiae fusion-defective mutant growth rescue, CellTiterGlo 48 h | Potency, µM (series often up to 46.1 µM), for the others: top-dose growth rescue (activation), hits mostly activators | 320,000 tested, 0.23% active | AID 485298, 2010;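 further: potency means the concentration at half of the fitted maximal effect; % of control where 0% means no effect; nearly all actives have a fitted effect of over 45% in size; temperature-sensitive fusion mutants such as fzo1-1 at 37 °C on non-fermentable ethanol glycerol medium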
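Luminescent cell viability in 1536-well qHTS format served as the measure of rescued growth in ts fusion-mutant S. cerevisiae cultured on non-fermentable YPEG for 48 hours at 37C.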
MLL CXXC-DNA inh: qHTS Fluorescence Polarization Assay for Inhibitors of MLL CXXC domain - DNA interaction. Potency, µM (titrated, usually from 115 µM), without a hit: at the top dose activity change, negative = inhibition, most hits filed as inhibitors. Histone-lysine N-methyltransferase 2A (Homo sapiens), Q03164. MLL-CXXC / FITC-HOXA9 DNA fluorescence polarization. 290,000 tested, 0.037% active. AID 2662, 2010; active means well fitted inhibition curve with a large enough effect in the polarisation, with a control signal flat, not every such curve was filed as active; inconclusive means small, poorly fitted or top-dose-only effect, or effect the other way, or a change in a side signal; inactive means no such curve, though single readings can be large or run the other way; the % refers to the polarisation; further: potency means the concentration at half of the fitted maximal effect
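Fluorescence polarization: 7 uM MLL-CXXC (stock) preincubated 5 min with compounds, then 50 nM fluorescein-HOX-A9 DNA (stock) added; 30 min ambient. Buffer 50 mM Tris-HCl pH 7.5, 50 mM NaCl, 1 mM DTT, 0.05% BSA.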
Menin-MLL TR inh: qHTS Assay for Inhibitors Targeting the Menin-MLL Interaction in MLL Related Leukemias: Competition With Texas Red Labeled MLL-derived Mutant Peptide | O00255 | Menin + Texas Red MLL mutant peptide, fluorescence polarization | Potency, µM (titrated, usually from 61.6 µM), inactives show at the top dose FP activity change, negative = inhibition, usual class: inhibitors | 270,000 tested, 0.23% active; active means well fitted inhibition curve with a large enough effect in the polarisation, with a control signal flat, not every such curve was filed as active; inconclusive means small, poorly fitted or top-dose-only effect, or effect the other way, or a change in a side signal; inactive means no such curve, though single readings can be large or run the other way; the % refers to the polarisation; further: potency means the concentration at half of the fitted maximal effect; % of control where 0% means no effect; many of its hits are not listed in these tables
A-T KAP1 phos: qHTS Assay for Identifying a Potential Treatment of Ataxia-Telangiectasia; […] A-T fibroblasts, KAP-1 phosphorylation AlphaLISA; neocarzinostatin DNA damage 30 min before lysis; Potency, µM (titrated, usually from 57.5 µM), inactives show at the highest dose activation, hits mostly activators; 320,000 tested, 0.19% active; AID 485349, 2010; further: potency means the concentration at half of the fitted maximal effect; % of control where 0% means no effect; nearly all actives have a fitted effect of over 45% in size
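ATM-like activity read as KAP-1 phosphorylation via AlphaLISA donor/acceptor antibody pairs after lysis and 6 hr at 25C. Cells were ATM-null patient fibroblasts ([…], hTERT), dosed 60 min, then exposed to the DSB inducer NCS for 30 min.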
Active calls of the source: *; ? = inconclusive; / = not tested or not shown; [ ] = another dose, or the depositor's remark. Unless noted, the call rests on the fitted dose curve; in most records, active means well fitted curve in the direction sought with a large enough effect; inconclusive means small, poorly fitted or top-dose-only effect, or another doubt; inactive means no such curve, though single readings can be large; an effect the other way counts as inactive or inconclusive. These rows are one share of the data, so the mix of outcomes need not match the whole.

A first look, two compounds:
SMILES	MBNL1 CUG block	TCR act	TSHR antagonist	S-ASM inh	TSG101-PTAP inh	a7 integrin act	Mito fusion yeast	MLL CXXC-DNA inh	Menin-MLL TR inh	A-T KAP1 phos
Cc1nc2sc(C(c3cccc(F)c3)N3CC(C)OC(C)C3)c(O)n2n1 (centres undefined)	20%	0%	15	2%	-1%	-8%	2%	-4%	1%	9%
Fc1ccc(/C=N/NC(=S)Nc2ccc(Cl)cc2)cc1F	0%	-3%[46.1 µM]	3	0%	-4%	8%	-12%	2%	19%	-2%

All compounds of this part, repeating the preview:
SMILES	MBNL1 CUG block	TCR act	TSHR antagonist	S-ASM inh	TSG101-PTAP inh	a7 integrin act	Mito fusion yeast	MLL CXXC-DNA inh	Menin-MLL TR inh	A-T KAP1 phos
Cc1nc2sc(C(c3cccc(F)c3)N3CC(C)OC(C)C3)c(O)n2n1 (centres undefined)	20%	0%	15	2%	-1%	-8%	2%	-4%	1%	9%
Fc1ccc(/C=N/NC(=S)Nc2ccc(Cl)cc2)cc1F	0%	-3%[46.1 µM]	3	0%	-4%	8%	-12%	2%	19%	-2%
Cc1cccc(NC(=O)C(CCC(N)=O)NC(=O)OCc2ccccc2)c1 (centres undefined)	-4%	6%	3	0%	0%	?	-3%	47%[activator]	15%	-2%
COc1ccc(NC(=O)CN(C)S(=O)(=O)c2ccc(Cl)cc2)c([N+](=O)[O-])c1	6%	1%	-1	3%	-2%	0%	1%	1%	22%	-3%
O=C(Nc1ccncc1)c1cc(-c2ccccn2)nc2ccccc12	55%[activator]	-5%	-6	1%	-1%	15%	-9%	8%	2%	4%
CCCOc1cccc(OCC(=O)Nc2nc3ccccc3[nH]2)c1	-22%	-3%	23	0%	1%	17%	6%	1%	14%	-11%
N#Cc1ccc2ccn(CC(=O)NCc3ccccc3)c2c1	-3%	-3%	-2	2%	-11%	-27%	1%	-6%	20%	2%
CCOc1ccccc1C(C(=O)NC1CCCC1)N(C(=O)c1csnn1)C1CC1 (centres undefined)	-4%	-5%	-1	-3%	-1%	-33%	9%	9%	-14%	-4%
COc1ccccc1C1/C(=C(\O)c2ccc3c(c2)OCCO3)C(=O)C(=O)N1CCCN(C)C (centres undefined)	1%	/	22	/	/	/	-1%	6%	-6%	-3%
Cc1c(NC(=O)CSc2nnc(-c3cccnc3)n2N)c(=O)n(-c2ccccc2)n1C	/	-9%	5	6%	-4%	-6%	4%	/	/	-7%
COc1ccc(S(=O)(=O)N2CCC(C(=O)NCc3ccncc3)CC2)cc1	1%	-6%	-6	-1%	0%	-3%	22%	4%	/	4%
C=CCNC(=S)Nc1sc2c(c1C#N)CCCC2	0%	/	0	10%	-3%	-9%	-1%	?	8%	-4%
C=CCn1c(COc2ccc(F)cc2)nnc1SCC(=O)N1CC(=O)Nc2ccccc21	7%	-3%	0	1%	-4%	-12%	1%	7%	0%	-3%
CCOc1ccccc1C(=O)NCC(=O)OCc1c(C)noc1C	2%	-1%[46.1 µM]	11	-3%	-1%	2%	-6%	2%	11%	-3%
O=S(=O)(O)c1ccc(NN=Cc2ccccc2O)cc1	/	-1%	/	186%[activator]	-5%	0%	/	/	/	/
CN1CCN(S(=O)(=O)c2ccc(NC(=S)NC(=O)C3CCCCC3)cc2)CC1	-10%	-4%	5	-1%	2%	-14%	-5%	-3%	3%	0%
CCc1ccccc1NC(=O)CCN1C(=O)c2ccccc2C1=O	-5%	-2%	-4	0%	1%	19%	-1%	-1%	4%	/
CCOc1ccccc1N/C=C(\C#N)c1nc2ccccc2n1C	-5%	2%	-2	14%	-2%	-3%	-1%	2%	0%	-5%
O=C(Nc1ccc(O)cc1)c1cc2n(n1)C(C(F)(F)F)CC(c1ccco1)N2 (centres undefined)	0%	-1%	-1	1%	-2%	-26%	-9%	6%	13%	4%
Cc1ccc(C)c(Cn2ncc3ccccc32)c1	1%	-10%	0	0%	0%	-19%	-12%	-5%	-5%	8%
Oc1c(CN2CCN(c3ccc(F)cc3)CC2)cc(Cl)c2cccnc12	2%	-3%	-3	-2%	-2%	19%	0%	?	/	-3%
CCc1ccc(C2NC(=S)NC3=C2C(=O)CCC3)cc1 (centres undefined)	24%	-3%[46.1 µM]	-11	5%	-1%	5%	0%	-8%	-14%	3%
CCc1cc2cc3c(cc2nc1SCC(=O)Nc1nccs1)OCO3	33%[activator]	-19%	1	0%	-1%	0%	-5%	69%[activator]	?	1%
Cc1ccc(S(=O)(=O)Nc2c(NC3CCCCC3)c3ccccc3oc2=O)cc1C	0%	-6%	19	75%[activator]	-4%	15%	-10%	3%	/	-7%
O=C(c1cnc2n(c1=O)CCS2)N1CCN(c2ccccc2F)CC1	-1%	-28%	2	-1%	-3%	6%	-6%	9%	-3%	-7%
C=CCNC(=O)C1CC2c3ccccc3C1c1ccccc12 (centres undefined)	/	-1%	/	6%	-1%	32%	/	/	/	/
C/C(=N\NC(=O)CSc1nc2ccccc2o1)c1ccc(O)cc1	1%	1%	-2	1%	2%	4%	5%	-2%	4%	0%
N#Cc1ccc(NC(=O)CCc2ccc(S(=O)(=O)N3CCOCC3)cc2)cc1	-7%	-1%	7	0%	-8%	-5%	-2%	-2%	-2%	/
CCC1CCCCN1C(=O)CSc1nc(C)cc(C)n1 (centres undefined)	6%	1%	7	1%	0%	9%	-2%	7%	1%	-3%
C/C(=N\N1CCN(Cc2ccc(Cl)cc2)CC1)c1ccc([N+](=O)[O-])cc1	?	3%	-8	-2%	1%	-31%	-4%	0%	/	9%
O=S(=O)(Nc1nc(-c2ccccc2)cs1)c1cccc(C(F)(F)F)c1	-5%	-5%	-7	-5%	-9%	18%	22%	-1%	?	-6%
CS(=O)(=O)c1ccc2nc(NC(=O)Cc3ccccc3)sc2c1	6%	-4%	8	-10%	-5%	-14%	-6%	3%	?	-2%
Cc1ccccc1N1CCN(C(=O)c2cc(C3CC3)nn2-c2ccccc2)CC1	/	/	-12	-1%	0%	-20%	?	/	/	3%
COCC(=O)NCc1nc2ccccc2[nH]1	0%	/	9	5%	-6%	-8%	-6%	1%	20%	0%
Cn1nnnc1SCC(=O)N1CCN(C(=O)c2ccco2)CC1	-6%	-1%	-10	3%	-3%	3%	4%	-1%	-22%	?
Cc1cccc(C)c1OCC(=O)Nc1cccc(C(=O)O)c1	-7%	-2%	-4	2%	-3%	7%	7%	3%	?	4%
Cc1ccc(CCN2CC(C(=O)NCCN(C)C)CC2=O)cc1 (centres undefined)	-5%	2%	-4	2%	-6%	-21%	3%	-1%	10%	-18%
CCc1[nH]nc(C(=O)N2CCCC(CO)(Cc3ccc(F)cc3F)C2)c1C (centres undefined)	-3%	10%	2	-1%	0%	0%	-2%	42%[activator]	/	2%
Nc1ncc(Br)cc1S(=O)(=O)NCCc1ccccc1	-3%	1%	-6	-1%	-5%	?	-3%	7%	/	1%
CSc1nsc(SCC(=O)NCc2ccccc2)n1	-1%	3%	-7	-5%	1%	23%	-1%	0%	-2%	20%
CC(C)CC(CO)N1CCN(C(=O)c2ccc(Cl)cc2Cl)CCC1=O (centres undefined)	-23%	-3%	9	1%	-2%	4%	-1%	-1%	4%	30%
COC(=O)C(Cc1ccc(O)cc1)NC(=O)C(C)NC(=O)c1ccc(C(C)(C)C)cc1 (centres undefined)	2%	4%	1	0%	-2%	-12%	3%	17%	3%	-2%
O=C(CCN1C(=O)c2ccncc2C1=O)NCc1ccc(Cl)cc1	?	9%	3	1%	-1%	28%	1%	5%	14%	-2%
COCCNC(=O)Cn1cc(/C=C(\C#N)C(=O)NC2CCCC2)c2ccccc21	?	/	16	63%[activator]	-4%	-24%	1%	-1%	4%	-10%
O=C(NC(=S)N1CCCCC1CO)c1cc(Br)ccc1Cl (centres undefined)	/	-28%	2	-1%	-4%	-20%	6%	/	/	3%
